Bioassay records: PubChem, National Center for Advancing Translational Sciences (NCATS)
Giardia kill = Giardia lamblia killing | AID 540267 | 340,000 compounds, 0.15% hits | activity change, % at 7.66 µM, hits read low | Giardia lamblia trophozoite viability; in the data active = activity change below about -80%; inconclusive = between about -30% and that limit;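 note: parasites exposed to compound for two days anaerobically before the ATP read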
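Killing of trophozoites was scored by loss of ATP luminescence after a 48 hrs anaerobic exposure to compounds at 37 deg C, using 100 cells per well.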
uPA surface inh = inhibitors of cell surface uPA generation. cell surface uPA generation assay, qHTS. Potency, µM (top dose mostly 38.3 µM), without a hit: at the top dose activity change, negative = inhibition, hits mostly inhibitors. 330,000 compounds, 0.31% hits. AID 540303; active = well fitted inhibition curve with a large enough effect; inconclusive = small, poorly fitted or top-dose-only effect; inactive = no such curve, though single readings can be large or run the other way; tested in mouse RAW 264.7 cells; note: potency is the fitted concentration of half-maximal effect; nearly all actives have a fitted effect of over 55% in size
KCNH2 3.1 inh = KCNH2 3.1 (human) potassium channel inhibition. AID 720553. activity change, % (tested at about 1.8 µM). 340,000 compounds, 0.95% hits. U2OS KCNH2 3.1, thallium flux FluxOr; active compounds read low;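 active = maximum activity change below -70%; inconclusive = maximum activity change from -70% to -50%; inactive = maximum activity change above -50%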;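 note: thallium influx rate constant from kinetic fluorescence after stimulation buffer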
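FluxOr-based Tl+ influx in U2OS cells transduced with KCNH2 3.1 virus; rate constants normalized to DMSO controls.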
Active calls of the source: *; [ ] = remark or other dose. % is set by controls: 0 for no effect and ±100 for the full control effect. This is a subset; count on the stated rates, not on these rows.

`NC(=O)C1(Nc2ccccc2Cl)CCCC1` gave Giardia kill -7, uPA surface inh -2% and KCNH2 3.1 inh 11.
Screening O=[N+]([O-])c1cccc(N=Nc2ccc(O)cc2O)c1 returned Giardia kill inconclusive, uPA surface inh -20% and KCNH2 3.1 inh 6.
`C=C(C)CN1C(=O)C2(OCCO2)c2cc(Br)ccc21` gave Giardia kill 12, uPA surface inh -1% and KCNH2 3.1 inh 4.
Screening CCN(CC)CCNc1ccc(Cl)cc1[N+](=O)[O-] returned Giardia kill 4, uPA surface inh 0% and KCNH2 3.1 inh -2.
Screening CC1CN(Cc2ccccc2)C(=S)N(c2ccccc2)C1=O (centres undefined) returned Giardia kill -4, uPA surface inh -1% and KCNH2 3.1 inh 5.
O=S(=O)(NC1CCCCCCC1)c1ccc(F)cc1 was read as Giardia kill 2, uPA surface inh -5% and KCNH2 3.1 inh 1.
`COc1ccc(C)cc1NC(=O)C1CC1c1ccccc1` (centres undefined) gave Giardia kill -8, uPA surface inh -2% and KCNH2 3.1 inh 10.
For S=C(Nc1ccccc1)N1CCN(c2ccccc2)CC1 the results were Giardia kill 8, uPA surface inh 1% and KCNH2 3.1 inh -3.
Screening CC(C)C[C@@H](CNCC(=O)[C@H](C)NC(=O)c1[nH]cnc1C(=O)N[C@@H](C)CN)NC(=O)c1nc[nH]c1C(=O)N[C@@H](Cc1ccccc1)C(=O)O returned Giardia kill -22, uPA surface inh 10% and KCNH2 3.1 inh 1.
`CN1C2=C(C(=O)CC(C)(C)C2)C(c2cccs2)C2=C1CC(C)(C)CC2=O` gave Giardia kill -5, uPA surface inh -2% and KCNH2 3.1 inh 3.
N#Cc1ccc(S(=O)(=O)N2CCN(C(=O)c3cn(-c4ccccc4)nc3-c3cccnc3)CC2)cc1 was read as Giardia kill -23, uPA surface inh -7% and KCNH2 3.1 inh -23.
O=C(NCc1cccc(Br)c1)c1cc(-c2ccccc2)nn1CC1CC(c2cccnc2)=NO1 (centres undefined) was read as Giardia kill -7, uPA surface inh 9% and KCNH2 3.1 inh 12.
Oc1c(Cl)cc(Cl)c(Cl)c1CN1CCOCC1 was read as Giardia kill -22, uPA surface inh 3% and KCNH2 3.1 inh -4.
Screening CC(C)[C@H](NC(=O)c1cccc(CN(Cc2ccccc2)C(=O)/C=C/c2ccccc2)c1)C(=O)O returned Giardia kill -8, uPA surface inh 0% and KCNH2 3.1 inh 5.
`O=C(CS(=O)(=O)c1ccccc1)Nc1ccccc1Br` gave Giardia kill 16, uPA surface inh 6% and KCNH2 3.1 inh 3.
For O=C1CSC(=S)N1N=Cc1ccc(Cl)cc1Cl the results were Giardia kill 1, uPA surface inh 6% and KCNH2 3.1 inh -16.
For CC(CCN1CCC(CN2C(=S)NCC2Cc2ccccc2)CC1)c1ccccc1 (centres undefined) the results were Giardia kill 26, uPA surface inh -8% and KCNH2 3.1 inh inconclusive.
For OC(C1=CC(=Cc2ccncc2)c2ccccc21)c1ccncc1 (centres undefined) the results were Giardia kill -8, uPA surface inh -15% and KCNH2 3.1 inh 10.
Screening CCOC(=O)C1CCCN1C(=O)C1(NC(C)=O)CCCC1 (centres undefined) returned Giardia kill -6, uPA surface inh 7% and KCNH2 3.1 inh -7.
For Cc1cc2c(cc1C)C(=O)C(=O)N2 the results were Giardia kill 5, uPA surface inh -1% and KCNH2 3.1 inh 8.
CCOc1ccc(C(c2c(C)n(C)n(-c3ccccc3)c2=O)c2c(C)n(C)n(-c3ccccc3)c2=O)c(O)c1 was read as Giardia kill 16, uPA surface inh -2% and KCNH2 3.1 inh -8.
`CCOC(=O)C1=C(C)N(CCCC(=O)O)C(=O)NC1c1ccccc1OS(=O)(=O)c1ccc([N+](=O)[O-])cc1` (centres undefined) gave Giardia kill -17, uPA surface inh 10% and KCNH2 3.1 inh -8.
For O=C(NNC(=O)c1ccncc1)Nc1ccc(Br)cc1 the results were Giardia kill -13, uPA surface inh -1% and KCNH2 3.1 inh 10.
`CCOC(=O)c1cocc1C(=O)O` gave Giardia kill 6, uPA surface inh 6% and KCNH2 3.1 inh -19.
For O=C1CCC(C(=O)OCC(=O)N2N=C3/C(=C\c4ccccc4)CCCC3C2c2ccccc2)N1 (centres undefined) the results were Giardia kill 14, uPA surface inh -7% and KCNH2 3.1 inh -11.
`CC1([N+](=O)[O-])COC2(CCCCC2)OC1` gave Giardia kill 7, uPA surface inh -2% and KCNH2 3.1 inh 15.
CC(=O)OCC(=O)C1(O)CCC2C3CC(C)C4=CC(=O)CCC4(C)C3C(O)CC21C (centres undefined) was read as Giardia kill -20, uPA surface inh -6% and KCNH2 3.1 inh -3.
O=C(CNC1CCCCC1)Nc1cccc([N+](=O)[O-])c1 was read as Giardia kill 4, uPA surface inh 5% and KCNH2 3.1 inh -9.
For COc1ccc(C=NNC(=S)NN=Cc2ccc(OC)c(OC)c2)cc1OC the results were Giardia kill 0, uPA surface inh -10% and KCNH2 3.1 inh -7.
For O=C(Nc1ccc(F)c(Cl)c1)C1CC(=O)N(Cc2ccccc2)C1 (centres undefined) the results were Giardia kill -3, uPA surface inh 13% and KCNH2 3.1 inh -13.

Brought forward from above: 3 compounds, then new ones.
O=C(CNC1CCCCC1)Nc1cccc([N+](=O)[O-])c1 was read as Giardia kill 4, uPA surface inh 5% and KCNH2 3.1 inh -9.
For COc1ccc(C=NNC(=S)NN=Cc2ccc(OC)c(OC)c2)cc1OC the results were Giardia kill 0, uPA surface inh -10% and KCNH2 3.1 inh -7.
For O=C(Nc1ccc(F)c(Cl)c1)C1CC(=O)N(Cc2ccccc2)C1 (centres undefined) the results were Giardia kill -3, uPA surface inh 13% and KCNH2 3.1 inh -13.
CC(=O)Oc1cc2c(c3ccccc13)CCC2=O was read as Giardia kill 9, uPA surface inh 0% and KCNH2 3.1 inh 3.
Screening COc1cccc(NC(=S)NC(=O)Cc2ccccc2)c1 returned Giardia kill -15, uPA surface inh 2% and KCNH2 3.1 inh 23.
`O=C(C=Cc1cccs1)c1cccs1` gave Giardia kill 0, uPA surface inh 3% and KCNH2 3.1 inh -1.
For CC1CN(Cc2nc3c(c(=O)n(C)c(=O)n3C)n2CCc2ccccc2)CC(C)O1 (centres undefined) the results were Giardia kill -5, uPA surface inh -2% and KCNH2 3.1 inh -30.
`C[C@@]12C(=O)Nc3cc(F)c(F)cc3C(=O)N1[C@H]1c3ccccc3OC[C@@H]1[C@@H]2c1ccccc1` gave Giardia kill 8, uPA surface inh inconclusive and KCNH2 3.1 inh -13.
O=[N+]([O-])c1ccccc1/C=N/NC1=NCCN1 was read as Giardia kill 0, uPA surface inh -2% and KCNH2 3.1 inh 1.
Screening COCCN(C(=O)c1ccc2c(c1)S(=O)(=O)N=C1CCCCCN12)c1c(N)n(CC(C)C)c(=O)[nH]c1=O returned Giardia kill -10, uPA surface inh 16% and KCNH2 3.1 inh 2.
`O=C(O)c1ccccc1-c1cc2ccccc2[nH]1` gave Giardia kill 7, uPA surface inh 2% and KCNH2 3.1 inh 11.
For Cc1occc1C(=O)Nc1ccccc1NC(=O)c1ccoc1C the results were Giardia kill -4, uPA surface inh 2% and KCNH2 3.1 inh 4.
Screening COc1cc(Br)ccc1NC(=O)c1ccccc1-c1ccccc1C(=O)O returned Giardia kill 2, uPA surface inh 3% and KCNH2 3.1 inh 22.
For O=C(NCc1ccccc1)c1ccccc1 the results were Giardia kill 11, uPA surface inh 2% and KCNH2 3.1 inh 6.
Screening Cc1ccc(S(=O)(=O)Oc2ccccc2)cc1 returned Giardia kill 9, uPA surface inh 7% and KCNH2 3.1 inh 28.
Screening O=C(NCCO)c1c(-c2ccc3c(c2)OCO3)noc1-c1ccsc1 returned Giardia kill -18, uPA surface inh -14% and KCNH2 3.1 inh -7.
CC12CCC(=O)N1C(C(=O)NCCc1ccc(F)cc1)CS2 (centres undefined) was read as Giardia kill -3, uPA surface inh 0% and KCNH2 3.1 inh -13.
`N#Cc1c(C#N)c(SSc2c(C#N)c(C#N)c(N)n2-c2ccccc2)n(-c2ccccc2)c1N` gave Giardia kill 10, uPA surface inh 7% and KCNH2 3.1 inh 9.

3 entries from above, arranged by molar mass, high to low:
`N#Cc1c(C#N)c(SSc2c(C#N)c(C#N)c(N)n2-c2ccccc2)n(-c2ccccc2)c1N` gave Giardia kill 10, uPA surface inh 7% and KCNH2 3.1 inh 9.
CC12CCC(=O)N1C(C(=O)NCCc1ccc(F)cc1)CS2 (centres undefined) was read as Giardia kill -3, uPA surface inh 0% and KCNH2 3.1 inh -13.
`O=C(O)c1ccccc1-c1cc2ccccc2[nH]1` gave Giardia kill 7, uPA surface inh 2% and KCNH2 3.1 inh 11.

(list continues)
For C=CCSc1nc2ccccc2n1S(=O)(=O)c1ccc(Cl)cc1 the results were Giardia kill -3, uPA surface inh 2% and KCNH2 3.1 inh 10.
For C#Cc1ccc([C@@H]2C=C(C(=O)NC3CC3)O[C@H](OCc3ccc(CO)cc3)C2)cc1 the results were Giardia kill 34[activator], uPA surface inh 12% and KCNH2 3.1 inh 6.
O=C1C(=C(I)I)c2ccccc2-c2ccccc21 was read as Giardia kill -4, uPA surface inh -8% and KCNH2 3.1 inh 12.
For Nc1nc2ccccc2n1/N=C/c1cccnc1 the results were Giardia kill 13, uPA surface inh 13% and KCNH2 3.1 inh 8.
CC(=O)c1sc(Nc2cccc3ccccc23)nc1C was read as Giardia kill 14, uPA surface inh -19% and KCNH2 3.1 inh 16.
CCOc1ccc(NC(=O)CN(C)C(=O)C2CCN(C(=O)Nc3ccccc3)CC2)cc1OCC was read as Giardia kill -22, uPA surface inh -4% and KCNH2 3.1 inh 14.
Screening CCCCSc1ncnc2c1ncn2C1CCCCO1 (centres undefined) returned Giardia kill -14, uPA surface inh -7% and KCNH2 3.1 inh 8.
For COc1cc(-n2c(=O)c3ccccc3n(Cc3cccnc3)c2=O)cc(OC)c1OC the results were Giardia kill -6, uPA surface inh -3% and KCNH2 3.1 inh -15.
Screening Nc1nc(SCc2ccc(Br)cc2)c2ncn(C3OC(CO)C(O)C3O)c2n1 (centres undefined) returned Giardia kill -23, uPA surface inh 2% and KCNH2 3.1 inh 2.
`Cc1cc([N+](=O)[O-])ccc1NS(=O)(=O)c1ccccc1` gave Giardia kill 0, uPA surface inh -1% and KCNH2 3.1 inh -23.
For c1ccc(CCc2cccnc2)cc1 the results were Giardia kill -7, uPA surface inh 0% and KCNH2 3.1 inh -3.
COc1ccc(-c2cc3ccccc3oc2=O)cc1 was read as Giardia kill -2, uPA surface inh inconclusive and KCNH2 3.1 inh 10.
`O=[N+]([O-])c1ccc(S(=O)Cc2ccccc2)c([N+](=O)[O-])c1` (centres undefined) gave Giardia kill 2, uPA surface inh -12% and KCNH2 3.1 inh 2.
`CCCCN1CC(COCc2ccccc2)Oc2cccc(F)c2S1(=O)=O` (centres undefined) gave Giardia kill 1, uPA surface inh -15% and KCNH2 3.1 inh -48.
CCC(C(=O)Nc1cc(C)cc(C)n1)c1ccccc1 (centres undefined) was read as Giardia kill 0, uPA surface inh 2% and KCNH2 3.1 inh 7.
For Cc1c2ccncc2cc2c1[nH]c1ccccc12 the results were Giardia kill 17, uPA surface inh -3% and KCNH2 3.1 inh -1.
`O=C(O)C[C@H]1c2cc(F)ccc2S(=O)(=O)N1C1CCN(Cc2ccccc2)CC1` gave Giardia kill -7, uPA surface inh -5% and KCNH2 3.1 inh -2.
`Cc1cc(C)c2cc(C#N)c(N3CCCN(S(=O)(=O)c4ccccc4)CC3)nc2c1` gave Giardia kill 4, uPA surface inh -1% and KCNH2 3.1 inh -70*.
Screening CCN(C(=O)COC(=O)c1ccccc1Cc1ccccc1)c1c(N)n(Cc2ccccc2)c(=O)[nH]c1=O returned Giardia kill 0, uPA surface inh -8% and KCNH2 3.1 inh 5.
CC1CC=C(O)C12OCC(C)(C)CO2 (centres undefined) was read as Giardia kill -4, uPA surface inh 2% and KCNH2 3.1 inh -4.
`Cc1cccc2c(C(=O)O)c3cccc(C)c3nc12` gave Giardia kill 2, uPA surface inh -6% and KCNH2 3.1 inh -7.
`CCc1ccc(CNC(=O)C(=O)NCCc2ccc(OC)c(OC)c2)cc1` gave Giardia kill 12, uPA surface inh -4% and KCNH2 3.1 inh inconclusive.
`C[C@H]1CC[C@@]2(O[C@H](CCO)C[C@H](O)[C@H]2O)O1` gave Giardia kill 9, uPA surface inh 1% and KCNH2 3.1 inh -8.
O=C(NC(=S)Nc1ccc(N2CCCCC2)c(Cl)c1)c1cccs1 was read as Giardia kill 9, uPA surface inh 0% and KCNH2 3.1 inh 7.
Screening CCC(C)(C)c1nnc(NC(=O)CCC2CCCCC2)s1 returned Giardia kill 3, uPA surface inh 20% and KCNH2 3.1 inh 15.
CC(Oc1ccccc1)C(=O)N1CCC2(CC1)Oc1ccc(F)cc1C(=O)C21CC(c2cccnc2)=NO1 (centres undefined) was read as Giardia kill 26, uPA surface inh inconclusive and KCNH2 3.1 inh 8.
